Autophagy HCS – modulators of autophagy; hit rate 0.98% among 190,000; calls only at 10 µM (by protocol); MEF GFP-LC3 puncta imaging; test concentration mostly 10 µM; AID 463193;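 active = percentage of spot-positive cells more than 3 SD above its plate mean, without a fluorescence outlier flag or 80% toxicity; inconclusive = no clear call, values can overlap the other calls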;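 also: spot-positive cell cutoff set from DMSO-treated cells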
b-catenin transl – beta-catenin nuclear translocation modulation; HeLa beta-catenin nuclear translocation, immunofluorescence imaging; nuclear translocation activity, % at 5 µM; hit rate 0.3% among 190,000; AID 1665;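 active = nuclear translocation activity above 50% at 5 µM, with a well cell count of 50 or more; inconclusive = wells under 50 cells across six images, flagged as toxic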;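 also: per-cell ratio of nuclear to cytoplasmic median beta-catenin stain intensity; plate controls were DMSO negative control for no effect and GSK-3 inhibitor IX positive control for full effect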
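test system = HeLa cells, endogenous beta-catenin | dosing = single 5 µM dose plus 0.02–20 µM confirmation series | times = compound treatment 24 h, 37°C, 5% CO2 | technique = beta-catenin immunofluorescence imaging with DAPI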
MT stabilize HCS – microtubule stabilization, imaging screen; HeLa tubulin immunostaining HCS, 24 h; share of cells brighter than vehicle mean+2SD; % tubulin-high responders, % at 10 µM; AID 2205; hit rate 0.83% among 200,000;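 active = plate Z-score above 3 for both tubulin-high and condensed-nucleus cell shares, with cell loss under 80%, at 10 µM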;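 also: anti alpha tubulin signal scored within the nucleus-defined area of each cell; some results filed as inactive read as strong as hits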
WT yeast gro inh – growth inhibition of WT yeast, mitochondrial fusion screen | mitochondrial fusion phenotypic screen, WT strain | inhibition, % at 10 µM | hit rate 2.1% among 190,000; in the data active = inhibition above about 58%; tested in S. cerevisiae
Insulin prom up – MIN6 insulin promoter up-regulation; MIN6 insulin promoter-GFP reporter, high-content imaging; hits give high values; hit rate 0.3% among 190,000; AID 1625; z-score at 5 µM;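 active = z-score above 3 at 5 µM with at least 500 cells counted in the well; inconclusive = wells under 500 cells, flagged as cytotoxic or low count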
Lipid droplet – hepatic lipid droplet formation modulation; AML12 mouse hepatocytes, oleate lipid droplets, BODIPY imaging; hit rate 0.4% among 240,000; inhibition, % at 6.5 µM;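 active = lipid droplet intensity inhibited by at least 50%, with more than 500 cells counted; inconclusive = wells with under 300 cells, treated as cytotoxic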
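Test system: AML12 mouse liver cells; schedule: overnight exposure; technique: high-content imaging of BODIPY-stained droplets and DAPI nuclei; read-out: % inhibition of corrected integrated BODIPY droplet signal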
T cell HTS – modulates CD8 T cell binding to vesicles | 2C CD8+ T cell-vesicle binding, flow cytometry; hits give low values | calls only at 7 µM | hit rate 0.068% among 330,000;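 active = response, share of CD8 T cells binding vesicles, and their 90th percentile fluorescence all below set limits, cut at about 80% in these data, passing the limit was not always enough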
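material = purified 2C TCR transgenic mouse naive CD8+ T cells | controls = Unloaded micro-vesicles (low), QL9 vesicles with 0.7% DMSO (high) | detection = cytometric PE anti-B7-1 and Alexa647 anti-CD8 signals after 1% paraformaldehyde fixation | incubation = binding step 1.5 h, 37 °C, antibody labelling 20 min, ice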
Myeloid diff MLP – compounds promoting myeloid differentiation. ER-HoxA9 myeloid progenitors, lysozyme-GFP differentiation, flow cytometry. calls only at 10 µM. hit rate 1% among 360,000;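 active = normalized GFP-positive differentiation at or above the plate's own cutoff, the solvent-only control mean plus 3 SD; inconclusive = no clear call, values can overlap the other calls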;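 also: cells exposed to compound for four days before flow analysis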
West Nile antiviral – inhibition of WNV-induced cytopathic effect – cell-based, CPE readout (AID 1621); hit rate 0.02% among 290,000; West Nile virus-infected cells, CPE inhibition; higher % means a stronger effect; one-dose CPE inhibition, % at 10 µM; IC50 in µM for titrated hits; in the data active = a potency from the dose series; inconclusive = CPE inhibition mostly from about 3.7% at the one dose, without a potency; inactive = the rest, 99 in 100 with CPE inhibition below about 2.2%; also: strong numbers were not always called active
WT yeast gro inh mutant strain – also measured in WT yeast gro inh; calls as there; inhibition, %; mitochondrial fusion phenotypic screen, mutant strain inhibition
Insulin prom up cell count – further read-out of Insulin prom up, marked with its call; cell count; measured here: cytotoxicity, nuclei count;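 total cells summed across four imaged fields per well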
Lipid droplet cells 6.5 µM – further read-out of Lipid droplet, marked with its call; cell count; measured here: cell count, cytotoxicity flag;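 cells counted across two imaged fields per well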
b-catenin transl cell count 5 µM – further read-out of b-catenin transl, marked with its call; cell count; measured here: cell count, cytotoxicity flag
T cell HTS vesicle-bound % – further read-out of T cell HTS, marked with its call; double positive events, %; measured here: CD8+ vesicle-bound cell fraction;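 binding gate set so that unloaded-vesicle control wells show 10% double positive cells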
MT stabilize HCS Hoechst-high % – recorded beside MT stabilize HCS, whose call it bears; % Hoechst-high responders; measured here: nuclear condensation Hoechst responders;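 share of cells brighter than vehicle mean plus two SD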
MT stabilize HCS cytotoxicity % – also measured in MT stabilize HCS; calls as there; toxicity, %; measured here: cytotoxicity by cell density;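 0% = mean cell density of plate MIN control wells and 100% = no cells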
Autophagy HCS cell loss 18 h – second read-out of Autophagy HCS, no call of its own (marks repeat the call); toxicity, %; measured here: cell loss, nuclei count;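 cell loss after 18 h compound exposure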
Myeloid diff MLP GFP+ MAC1+ % – recorded beside Myeloid diff MLP, whose call it bears; GFP+ MAC1+ double positive, %; measured here: differentiation confirmed by MAC1 staining
Starred values were filed as active, the others as inactive; i = inactive; ? = inconclusive; . = not tested or not shown. No enrichment for hits; about 3.9% have a hit in one of these screens.

The opening 2 compounds as a preview:
mol,Autophagy HCS,Autophagy HCS cell loss 18 h,b-catenin transl,b-catenin transl cell count 5 µM,MT stabilize HCS,MT stabilize HCS Hoechst-high %,MT stabilize HCS cytotoxicity %,WT yeast gro inh,WT yeast gro inh mutant strain,Insulin prom up,Insulin prom up cell count,Lipid droplet,Lipid droplet cells 6.5 µM,T cell HTS,T cell HTS vesicle-bound %,Myeloid diff MLP,Myeloid diff MLP GFP+ MAC1+ %,West Nile antiviral
O=c1[nH]c2ccccc2c(O)c1-c1ccccc1[N+](=O)[O-],i,10,1.4,1488,4.0,2.9,7.8,-5,-13,-0.2,1343,7,704,i,50,i,0.3,-0.3%
CS(=O)(=O)N1N=C(c2ccc(Br)cc2)CC1c1cccs1 (stereo unspecified),i,1,-4.8,1214,0.7,1.5,9.8,-11,0,.,.,2,707,i,46,i,1.3,-0.5%

Main list, previewed entries included:
mol,Autophagy HCS,Autophagy HCS cell loss 18 h,b-catenin transl,b-catenin transl cell count 5 µM,MT stabilize HCS,MT stabilize HCS Hoechst-high %,MT stabilize HCS cytotoxicity %,WT yeast gro inh,WT yeast gro inh mutant strain,Insulin prom up,Insulin prom up cell count,Lipid droplet,Lipid droplet cells 6.5 µM,T cell HTS,T cell HTS vesicle-bound %,Myeloid diff MLP,Myeloid diff MLP GFP+ MAC1+ %,West Nile antiviral
O=c1[nH]c2ccccc2c(O)c1-c1ccccc1[N+](=O)[O-],i,10,1.4,1488,4.0,2.9,7.8,-5,-13,-0.2,1343,7,704,i,50,i,0.3,-0.3%
CS(=O)(=O)N1N=C(c2ccc(Br)cc2)CC1c1cccs1 (stereo unspecified),i,1,-4.8,1214,0.7,1.5,9.8,-11,0,.,.,2,707,i,46,i,1.3,-0.5%
CCOC(=O)N1CCN(Cc2nc3c(c(=O)n(C)c(=O)n3C)n2Cc2ccc(F)cc2)CC1,.,.,-0.4,1039,3.8,1.1,6.2,7,2,.,.,22,596,i,27,i,3.0,-0.3%
COc1ccccc1C1CCN(Cc2ccccc2)CC1,.,.,.,.,.,.,.,.,.,.,.,10,423,i,30,i,0.6,-0.8%
COc1cc(/C=C2/C(=N)N3C(=NC2=O)SN=C3S(=O)(=O)C(C)C)ccc1OC(=O)c1ccco1,.,.,.,.,.,.,.,.,.,.,.,-4,645,i,53,i,0.0,0.0%
Cc1cc(C)c2nc(C)cc(Nc3ccc(C(=O)N(C)C)cc3)c2c1,.,.,-2.0,1232,.,.,.,.,.,-0.42,1395,-1,779,i,52,.,.,-0.2%
Cc1cccc(C(=O)Nc2ccc(O)cc2C(=O)O)c1,i,-27,2.5,850,2.6,1.5,6.2,4,-5,0.56,1610,-3,708,i,28,i,0.3,0.1%
CC(=O)Nc1ccc(S(=O)(=O)N2CCC(c3nc4ccc(C)cc4[nH]3)CC2)cc1,i,0,-4.7,1043,2.7,1.4,4.3,0,-6,-0.23,1192,.,.,i,58,i,1.3,0.1%
CCOC(=O)C(=Cc1ccc(OCc2ccc([N+](=O)[O-])cc2)c(OC)c1)C(=O)OCC,i,-37,-4.1,1052,8.6,3.4,15,-10,-4,1.1,1628,-9,638,i,35,i,1.7,?
O=C(Nc1cccc(C(F)(F)F)c1)N(Cc1ccc(Cl)cc1)CC(O)C(F)(F)F (stereo unspecified),i,-27,.,.,2.0,1.2,4.8,84*,43*,.,.,.,.,i,44,i,0.6,-0.5%
CCN(c1ccccc1)S(=O)(=O)c1cccc(C(=O)O)c1,i,23,-0.3,1227,4.4,2.3,8.8,2,58,1.5,981,.,.,i,12,i,13,0.9%
O=C(O)c1cccc(Cn2cccn2)c1,i,3,-3.2,859,3.8,2.3,3.6,-6,6,0.14,1441,.,.,i,26,i,2.1,.
CCCNS(=O)(=O)c1ccc(OCC(=O)N2CCOCC2)cc1,i,-6,-3.7,1209,2.4,2.7,8.0,-5,-10,0.29,1139,3,727,i,56,i,6.0,-0.6%
CS(=O)(=O)N(CC(=O)N1CCC(C(N)=O)CC1)c1ccc(Oc2ccccc2)cc1,i,-22,-1.4,947,6.1,2.5,13,0,-2,0.69,1180,.,.,i,19,i,0.5,0.3%
COc1ccccc1C(=O)Nc1ccccc1N1CCN(C(=O)c2ccc(Cl)cc2)CC1,.,.,.,.,.,.,.,.,.,.,.,-5,731,i,62,?,.,0.9%
CCCn1c(SCC(=O)Nc2ccccc2-c2ccccc2)nnc1-c1ccoc1C,i,13,-7.2,959,2.9,2.3,5.1,26,12,-1.9,812,.,.,i,26,i,1.3,1.2%
O=C(Nc1nc2ccccc2s1)C1CC(=O)N(c2ccc(F)cc2)C1 (stereo unspecified),i,-2,0.9,1141,1.1,1.2,9.8,17,13,-0.85,1245,6,755,i,48,i,0.8,-0.2%
O=C(NC(=S)Nc1cccc([N+](=O)[O-])c1)c1ccccc1,.,.,0.7,1267,.,.,.,.,.,-0.6,1301,-30,708,i,21,i,0.1,-0.3%
COc1cccc(C(=O)NNC(=O)c2cccc(F)c2)c1,.,.,.,.,.,.,.,.,.,.,.,0,806,i,24,i,0.2,-0.1%
O=c1[nH]ncn1-c1ccccc1C(F)(F)F,i,1,-0.8,1004,0.7,2.4,7.4,-19,42,-0.67,1813,-3,696,i,16,i,0.9,0.2%
O=C(COc1ccccc1Cl)Nc1cc(NC(=O)COc2ccccc2Cl)cc(C(=O)O)c1,.,.,.,.,.,.,.,.,.,.,.,9,828,i,54,i,0.6,0.5%
COc1ccc(-n2nnc3c(=O)n(CC(=O)Nc4cc(C)on4)cnc32)cc1,i,-32,0.9,905,1.7,1.3,4.9,5,1,.,.,23,699,i,56,i,0.2,0.3%
Cc1ccnc(NC(=O)Cn2ccc([N+](=O)[O-])n2)c1,i,0,.,.,2.2,3.6,4.7,0,3,0.73,1247,-10,642,i,42,i,0.5,-0.2%
O=C(Cc1ccccc1)Nc1nonc1NC(=O)c1ccccc1,i,12,-0.9,1388,2.2,1.2,4.8,10,15,0.7,1342,.,.,i,10,i,1.1,-0.1%
O=C(O)CC1C(=O)NCCN1CCCc1ccccc1 (stereo unspecified),i,6,0.6,1099,1.8,1.7,5.4,12,7,0.44,1852,-46,617,i,40,i,1.1,0.1%
CCCCc1c(O)nc2sc3cc(OC)ccc3n2c1=O,i,-1,-5.7,1237,3.1,2.5,9.1,0,8,.,.,-11,717,i,41,i,3.1,-0.1%
Cc1cc2c(cc1S(=O)(=O)Nc1cccc(F)c1C)NC(=O)CO2,i,-8,-1.0,1028,0.0,2.5,8.5,11,4,-0.38,1117,-14,730,i,42,i,0.1,-0.6%
COc1ccc(Cl)cc1NC(=O)CSc1nncn1-c1cccnc1,i,-9,-1.9,1076,2.4,1.7,4.0,0,3,-0.24,1944,1,646,i,34,i,2.0,-0.1%
Cn1ccc(C(=O)N/N=C/c2ccccc2[N+](=O)[O-])n1,.,.,-1.0,1309,.,.,.,.,.,0.06,1385,-5,726,i,13,i,0.4,0.1%
COC(=O)c1ccc(CSc2nc3ccc(C)cc3[nH]2)o1,i,2,-1.7,1114,1.9,1.0,9.0,4,-7,-1.4,916,-23,606,i,44,i,0.8,1.0%
CC1=C(C(=O)OC(C)C)C(c2cccc(F)c2)N2C(=O)C(C)SC2=N1 (stereo unspecified),i,15,2.2,929,5.1,1.8,0.8,-13,-42,0.33,1186,18,752,i,44,i,1.0,-0.4%
COc1ccccc1NC(=O)C1C2C=CC(O2)C1C(=O)O (stereo unspecified),i,-6,-4.1,846,1.6,2.5,11,.,.,0.76,1200,.,.,i,55,.,.,0.0%
COc1cccc(NC(=O)CSc2nnc(NC(=O)C3CCC3)s2)c1,.,.,.,.,.,.,.,.,.,.,.,-4,831,i,17,i,0.7,-0.1%
CCOC(=O)C1CCN(C(=O)CS(=O)(=O)Cc2nc(-c3ccccc3Cl)oc2C)CC1,.,.,.,.,.,.,.,.,.,.,.,0,731,i,48,i,3.3,-0.4%
CCCC(=O)Nc1nc2ccc(C(=O)OCC)cc2s1,i,-1,-2.7,1111,8.3,2.3,3.8,-2,-11,-0.12,1664,-10,645,i,36,i,1.2,-0.5%

From PubChem
